Assay outcomes from PubChem.
hcGAS lum: inhibitors of human cGAS; inhibition, % at 12.5 µM; recombinant h-cGAS, ATP depletion, Kinase-Glo luminescence; 290,000 compounds, 0.081% hits; Q8N884;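 note: 0% = vehicle reaction and 100% = reaction without DNA for no activity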
Target sequence (Q8N884 whole entry, looked up): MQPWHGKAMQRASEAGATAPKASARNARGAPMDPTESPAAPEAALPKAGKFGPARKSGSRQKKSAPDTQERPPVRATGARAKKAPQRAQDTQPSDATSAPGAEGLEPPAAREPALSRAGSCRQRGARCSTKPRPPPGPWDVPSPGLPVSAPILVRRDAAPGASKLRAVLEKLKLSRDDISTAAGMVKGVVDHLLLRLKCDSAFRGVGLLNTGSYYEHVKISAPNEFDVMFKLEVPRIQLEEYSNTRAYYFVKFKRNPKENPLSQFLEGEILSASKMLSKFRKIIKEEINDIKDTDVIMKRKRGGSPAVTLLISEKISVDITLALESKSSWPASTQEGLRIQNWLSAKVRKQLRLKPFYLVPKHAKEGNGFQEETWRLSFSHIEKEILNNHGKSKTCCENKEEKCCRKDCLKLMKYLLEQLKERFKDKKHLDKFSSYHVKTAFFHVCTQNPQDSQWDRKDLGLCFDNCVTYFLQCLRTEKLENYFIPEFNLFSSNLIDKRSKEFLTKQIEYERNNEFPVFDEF
NPYLR7 agonist: mosquito NPYLR7 agonism. HEK293T NPYLR7/Galpha15, GCaMP6s calcium fluorescence. activation, % at 10 µM. 270,000 compounds, 0.15% hits. AID 1259423; in the data active = activation above about 40%;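 note: 0% = vehicle and 100% = reference agonist at the receptor; some compounds past the cut are filed as inactive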
mcGAS inh: mouse cGAS inhibition by luminescence; 160,000 compounds, 0.15% hits; inhibition, % at 12.5 µM; recombinant cGAS, Kinase-Glo ATP depletion luminescence; AID 1259399; Q8C6L5;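 note: 0% = negative control wells and 100% = reference inhibitor with no enzyme activity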
An asterisk follows results filed as active; nt = not tested or not shown; & = joins results of further samples. Cut-off read from the data, not from the text of the source, unless noted: active = inhibition above about 40%; inactive = the rest.

Order of values – hcGAS lum | NPYLR7 agonist | mcGAS inh
- O=C(CC1C=CS(=O)(=O)C1)N1C[C@@H]2C3CCC(CC3)[C@@H]2C1 (stereo partly specified)
  -4 | 6 | nt
- CCOc1ccc(-n2c(C(CC)N(CCCOC)C(=O)CCC3CCCC3)nc3ccccc3c2=O)cc1 (stereo unspecified)
  -4 | 7 | -4
- Cc1ccc(S(=O)(=O)NC(=O)C2(C)CCN2C(=O)CC(c2ccccc2)c2ccccc2)cc1 (stereo unspecified)
  -3 | -4 | -3
- CCOCCOC(C)C(=O)NC(C#N)CC(C)C (stereo unspecified)
  0 | 4 | nt
- CCNC(=O)c1cncc(-c2c(C)cccc2C)c1
  -9 | 7 | nt
- CCn1cnnc1-c1cccc(NC(=O)c2cccc(C)c2)c1
  -4 | 8 | nt
- N#CCCCOc1cccnc1NC(=O)C1CC2CCC1C2 (stereo unspecified)
  -10 | -9 | nt
- O=C(Cn1nnnc1CN1CCCC1)NCc1cnn(Cc2ccccc2)c1
  -7 | -5 | -5
- CSc1ccccc1OCc1cc(C(=O)N2CCCCC2CCc2ccccn2)no1 (stereo unspecified)
  -3 | -1 | -5
- COc1ccc2ccccc2c1CN1CCN(C2CCCC2)C(CCO)C1 (stereo unspecified)
  -9 | 4 | nt
- Clc1ncc2[nH]cnc2n1
  8 | 0 | nt
- CCOCCCN(Cc1nc(C(=O)OCC)cs1)C(=O)c1ccc(Cl)cc1
  -7 | 21 | -5
- O=C(Nc1nc(-c2cccs2)c(-c2cccs2)s1)C1COCCO1 (stereo unspecified)
  -5 | 5 | -18
- O=C(c1ccccn1)N1CCOc2ccc(Cl)cc21
  1 | -1 | 4
- O=C(CCN(CCc1ccccc1)c1nc(-c2ccco2)nc2ccccc12)NC1CC1
  -6 | 10 | -10
- Cc1cc(N(C)C)nc(Nc2ccc(NC(=O)C3CCCO3)cc2)n1 (stereo unspecified)
  -8 | 10 | nt
- O=S1(=O)NC(=NCCCCCCO)c2ccccc21
  -1 | 1 | nt
- CCOc1ccccc1-c1cc(C(=O)N=c2sccn2C)[nH]n1
  -17 | 8 | nt
- CS(=O)(=O)c1ccc(F)c(C(=O)NC2CCCCCCC2)c1F
  -6 | 11 | nt
- COCCCn1c(CN2CCCCO2)cnc1S(=O)(=O)C1CCCC1
  -10 | 13 | nt
- Cc1ccccc1CO[C@]1(C(=O)NC2CC2)CC(OCc2ccccc2)[C@H](O)[C@H](O)C1 (stereo partly specified)
  -2 | 3 | -4
- Cc1cccnc1C(NC(=O)C1CCN(CCCc2ccccc2)CC1)c1ccc(F)cc1 (stereo unspecified)
  -8 | 6 | -4
- CCC(COC)NC(=O)c1c(C)noc1-c1ccccc1Cl (stereo unspecified)
  -4 | 29 | -7
- CC(c1ccncn1)N(C)C(=O)CCCn1nnnc1CN1CCc2ccccc2C1 (stereo unspecified)
  -4 | -5 | -4
- Cn1c(=O)c2c(-c3ccccc3Cl)c(Nc3ccccc3)oc2n(C)c1=O
  -2 | -7 | -5
- Cc1ccc(CN(Cc2ccc(F)cc2)C(=O)CN(CCN2CCOCC2)C(=O)c2cccc(Cl)c2)o1
  -7 | nt | -5
- CC(=O)c1c(C)cc(C)c(CN2C[C@H](N)C[C@H]2C(=O)NC(C)C)c1C
  -6 | 20 | -10
- Clc1cccc(N2CCN(c3nnc4n3CCCCC4)CC2)c1
  -5 | 0 | -5
- O=C(Nc1ccc(C2SCC(=O)N2c2ccc(F)cc2)cc1)Nc1cccc(C(F)(F)F)c1 (stereo unspecified)
  -1 | 5 | -5
- COc1cc(C)ccc1S(=O)(=O)NCCCn1ncccc1=O
  2 | -16 | -3
- Cc1c(C(=O)Nc2cccc(Oc3ccccc3)c2)sc(=O)n1CCc1ccccc1
  -2 | 15 | nt
- O=C(COc1ccc(Cl)cc1)NC1CCN(c2ccccc2C(=O)N2CCc3ccccc3C2)CC1
  1 | -8 | -1
- COc1ccc(C(CN2CCN(C)CC2)NC(=O)c2ccc3c(c2)CCC3)cc1 (stereo unspecified)
  -5 | 2 | nt
- Cn1c(-c2cccnc2)cc2cnc(Nc3ccc4c(c3)OCCO4)cc21
  -4 | -15 | -8
- Cc1ccc(C)c(C(=O)NCc2cc(C)on2)c1
  -17 | 1 | -9
- Cc1ccc(CN2CCN(Cc3cnc(N4CCOCC4)s3)CC2CCO)cc1 (stereo unspecified)
  -12 | 30 | -13
- CC(=O)N1CCC[C@H]1C(=O)N1CCC(CCC(=O)Nc2cccc(C)c2)CC1
  1&-3 | 1&0 | -2
- CC(C)c1[nH]n(-c2ccc(Cl)cc2)c(=O)c1C1=C(N2CCN(C)CC2)C(=O)N(c2ccccc2F)C1=O
  -7&-2 | 1&-6 | -7&-6
- CN(CCc1ccccn1)Cc1cnc2c(-c3ccccc3)cnn2c1
  -8 | 20 | nt
- COc1cccc(-c2nc3ccccn3c2NC(C)(C)CC(C)(C)C)c1
  -5 | 4 | -7
- CCC(C)(C)c1nnc(NC(=O)NCc2ccco2)s1
  0 | 3 | -7
- CC(=O)c1ccc(CC2SC(N)=NC2=O)cc1 (stereo unspecified)
  -3 | 3 | nt
- CCCCN(C)S(=O)(=O)NCc1cc2ccccc2[nH]1
  4 | -12 | nt
- COc1cc(Cl)c(C)cc1NC(=O)c1ccccc1C1CCNC1 (stereo unspecified)
  0 | 6 | -15
- Cc1ccsc1C(=O)N1CCC1(C)C(=O)Nc1ccc(Cl)c(Cl)c1 (stereo unspecified)
  -8 | 11 | -3
- COc1ccc(CCN(C)C2CCCN(Cc3nc4ccccc4nc3C)C2)cc1OC (stereo unspecified)
  -8 | -1 | -10
- N#Cc1c(NC(=O)CCCC(=O)Nc2sc3c(c2C#N)CCC3)sc2c1CCC2
  -6 | 1 | nt
- CN(C)CCNc1oc(-c2ccc(COc3ccccc3)o2)nc1C#N
  -7 | 0 | -7
- CCN(CC)CCCC(C)NC(=O)c1cc(-c2ccc(OC)cc2)nc2cc(-c3ccc(Cl)cc3)nn12 (stereo unspecified)
  -3 | 6 | -3
- CCNC(=O)C1CCCN(C(=O)NCc2ccnc(N3CCCCC3)c2)C1 (stereo unspecified)
  -3 | 7 | nt
- CC(C)N(c1ccccc1)c1ccc(NC(=O)C2CCC2)cc1
  3 | -10 | nt
- COc1ccc(C(=O)NCCc2cc3c(OC)ccc(OC)c3[nH]c2=O)cc1
  -3 | 1 | -6
- COc1ccc(C(=O)Nc2c(N)nc(SCC(=O)Nc3ccccc3)[nH]c2=O)cc1
  6 | -6 | -1
- CCOC(=O)C1(C/C=C/c2ccccc2)CCCN(C(=O)c2ccc3c(c2)OCO3)C1 (stereo unspecified)
  -5 | 18 | nt
- O=C(COc1ccc(F)cc1)N1CCN(c2ccc3nnc(C4CC4)n3n2)CC1
  -6 | 0 | -7
- CC1CCN(S(=O)(=O)c2ccc3c(c2)CN(C(=O)C(F)(F)F)CC3)CC(C)(C)C1 (stereo unspecified)
  -5 | -9 | -4
- Cc1ccc(-c2csc(-n3[nH]c(C)c(N=Nc4ccc(Cl)cc4C(=O)c4ccccc4)c3=O)n2)cc1
  -6 | 26 | -5
- c1cnc(-c2cc(NC3CCNCC3)nc3[nH]ccc23)nc1
  46* | 30 | -3
- CS(=O)(=O)NCCCNC(=O)c1cc2c(s1)-c1ccccc1CC2
  -11 | 6 | nt
- Cc1cccc(C(=O)N2N=C3CCCCC3C2(O)C(F)(F)F)c1O (stereo unspecified)
  -17 | 4 | -8

Next structures follow.
Order of values – hcGAS lum | NPYLR7 agonist | mcGAS inh
- Cc1cc(C(=O)N(CC2CCN(Cc3ccccc3F)CC2)CC2CCCO2)c(C)o1 (stereo unspecified)
  -2 | 15 | -7
- COCCN(CC(=O)Nc1nc(CC(=O)NCc2cccc(C(F)(F)F)c2)cs1)C(=O)c1ccc(Cl)cc1
  0 | 9 | -3
- CCCN1CCCc2cc(CCNS(=O)(=O)CC(C)C)ccc21
  -4 | 8 | nt
- CN1CCCC(CCNC(=O)CC2CC(C)(C)NC(C)(C)C2)C1 (stereo unspecified)
  3 | nt | 1
- Clc1ccc(-c2nc(Cc3ccccc3)no2)cc1
  -2 | 5 | -6
- Cc1ccc(Cn2c(=O)c3c(nc4n(Cc5ccco5)c(C)c(C)n34)n(C)c2=O)cc1
  -9 | 0 | -9
- Cn1cc(/C=C/C(=O)NC2CC(C)(C)Cc3c2cnn3-c2ccc(F)cc2)cn1 (stereo unspecified)
  -10 | 9 | -9
- CC1CC(=O)c2c(OCC(=O)N3CCN(S(=O)(=O)c4ccc(Cl)cc4)CC3)ccc(F)c21 (stereo unspecified)
  -3 | -1 | -4
- CCC(C)n1c(C)c(C)n2c3c(=O)n(CCN4CCOCC4)c(=O)n(C)c3nc12 (stereo unspecified)
  -5 | -6 | nt
- Cc1cc(C)n(CC(C)NCC(=O)NC(C)C)n1 (stereo unspecified)
  -4 | 4 | -11
- CCOC(=O)CNC(=O)N1CCCC(C(=O)c2ccc(-c3ccccc3)c(F)c2)C1 (stereo unspecified)
  -4 | 1 | nt
- CC(=O)Cn1cnc2c(nnn2-c2cc(C)cc(C)c2)c1=O
  -5 | -5 | -8
- COc1cccc(C(NCc2ccccc2F)P(=O)(O)O)c1 (stereo unspecified)
  -5 | 1 | nt
- Cc1ccc(C(NC(=O)c2sc3ncn(C)c(=O)c3c2C)c2cccnc2)c(C)c1 (stereo unspecified)
  -5 | 0 | nt
- CCN(CC)c1onc(-c2ccccc2)c1CN(CCOC)C(=O)c1ccc(F)cc1
  -6 | 14 | -5
- Cc1cc(C2CCCN2C(=O)c2nn(-c3cccc(F)c3)ccc2=O)on1 (stereo unspecified)
  -11 | 2 | nt
- CCOCCCn1c(C)cn2c3c(=O)n(CCCc4ccccc4)c(=O)n(C)c3nc12
  -5 | 6 | -7
- CCc1ccccc1NC(=O)CSc1nccn2nc(-c3ccccc3)cc12
  -4 | -4 | -8
- Cc1cc(F)ccc1CC(=O)N1CCC(=O)N(CC2CC2)C(C(C)C)C1 (stereo unspecified)
  -2 | -1 | nt
- Cc1ccc(C2(C(F)(F)F)N=C3Sc4cc(S(C)(=O)=O)ccc4N3C(=O)N2)cc1 (stereo unspecified)
  -5 | 2 | nt
- CN(C)C1(CNC(=S)NC2CC3CCC2C3)CCCCC1 (stereo unspecified)
  -7 | 0 | -9
- FC(F)(F)c1ccnc(N(CC2CCCCC2)C2CC2)n1
  -8 | 19 | -17
- COc1cccc(Cn2cccc2CN(Cc2ccccc2)C(=O)CN(CC(C)C)C(=O)Nc2cccc(C#N)c2)c1
  7 | 4 | -1
- CC1CCC(C(C)C)C(OC(=O)NC(=O)C(F)(F)F)C1 (stereo unspecified)
  -4 | nt | -3
- CCC(Nc1nccc(CCC(F)(F)F)n1)c1ccnn1C (stereo unspecified)
  -7 | 24 | nt
- CCS(=O)(=O)CC(=O)N1CCN(CC(C)(C)O)CC1
  -9 | 2 | nt
- CN1CCN(Cc2cn(-c3ccccc3)nc2-c2ccncc2)CC1C(=O)O (stereo unspecified)
  -6 | 20 | nt
- COC(=O)C1=C(C)NC2=C(C(=O)CC(C)(C)C2)C1c1ccc(C(C)(C)C)cc1 (stereo unspecified)
  -7 | -6 | -9
- Cc1nc(-n2ccc3nc4ccn(CCc5ccccc5)c(=O)c4cc3c2=O)n[nH]1
  -1 | 4 | nt
- CC1Sc2ccc(C#N)cc2N(Cc2cccc(F)c2)C1=O (stereo unspecified)
  11 | -6 | nt
- CCN(CC)C(=O)CN(c1cccc([N+](=O)[O-])c1)S(=O)(=O)c1ccccc1
  4 | -5 | nt
- O=C(Nc1ccc(N2CCCCC2)nc1)c1n[nH]c(=O)c2ccccc12
  -3 | 3 | -22
- CCCC1CCC(c2ccc(C(=O)Oc3cccc4cccnc34)cc2)CC1 (stereo unspecified)
  2 | -5 | -5
- O=C(NCc1c(F)cccc1F)c1cncn1-c1cccc(-c2ccccc2C(F)(F)F)c1
  1 | 11 | -5
- COc1ccc(-c2nc3cccc(C)n3c2NC2CCCCC2)cc1OC
  -3&5 | 1&-15 | -4&2
- CC(C)C1Cc2c(sc3nc(-c4ccccc4)n4c(=S)[nH]nc4c23)CO1 (stereo unspecified)
  6 | 4 | -1
- C=CCn1c(O)c(N=NC(=O)COc2c(C)cc(Br)cc2C)c2ccccc21
  0 | 4 | -4
- Cc1csc(Sc2ccc(NC(=O)c3cnn(C)c3C)cc2)n1
  -9 | -3 | nt
- Cc1ccc(-c2nc(NC(C)c3nn[nH]n3)ncc2-c2ccc(N)nc2)cc1 (stereo unspecified)
  -11 | 17 | nt
- CCOC(=O)Cn1c(=O)c2c(nc3n2CCCN3c2ccc(C)cc2)n(C)c1=O
  -4 | 7 | -10
- COc1ccc(S(=O)(=O)N2CCN(C(=O)c3cc4ccsc4n3Cc3ccccc3OC)CC2C)cc1 (stereo unspecified)
  -4 | nt | -1
- C=CCNC(=S)NN=C1CCS(=O)(=O)c2ccccc21
  11 | -3 | 1
